Source: PubChem BioAssay (Broad Institute)
Xi reactivation: activators of inactive X chromosome reactivation, primary screen, imaging, XiGFP fibroblasts, GFP high-content imaging, set 2 | XiGFP mouse fibroblasts, % GFP-positive cells imaging, 3 d; cells co-treated with 5-aza-dC sensitizer; scaled so ellipticine positive control = 100% | activation, % at 7.58 µM | actives 0.055% (n = 360,000) | AID 743238, 2013;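 active = mean normalized replicate activation at least 10% and every replicate at or above 10%; inconclusive = only one of the two criteria met; inactive = mean below 10% and not all replicates reach 10%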;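 note: 0% = median of on-plate neutral control wells and 100% = ellipticine 6 µM median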
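System: 68-5-11 XiGFP fibroblast line | Buffer or medium: DMEM containing 5-aza-dC | Compound: Single point | Times: Compounds 3 days, fix/stain 15 min at room temperature | Benchmarks: Positive control ellipticine, 6 µM final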
EWS-Fli block: EWS/Fli-driven NR0B1 reporter inhibitors, primary screen, A673 cells, NR0B1 luciferase, luminescence, MLPCN library; viability-normalised; inhibition, % at 12.6 µM; actives 0.67% (n = 350,000); AID 651661, 2012;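 active = mean inhibition of at least 50% after viability correction, with every replicate also passing that limit; inconclusive = mean reaches 50% but only one of two replicates passes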;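 note: firefly luciferase signal divided by Alamar Blue viability fluorescence both relative to DMSO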
RAD54 branch: inhibitors of human RAD54 branch migration, primary screen, biochemical, fluorescence, single point. AID 602329, 2012. actives 0.14% (n = 360,000). inhibition, % at 10.4 µM. RAD54 Holliday junction branch migration, FAM/BHQ fluorescence. DNA repair and recombination protein RAD54-like (Homo sapiens), Q92698;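 active = mean normalized replicate activity at least 40 and at least half of replicates scoring 40 or more; inconclusive = only one of the two criteria met; inactive = mean below 40 and under half of replicates reaching 40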;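 note: 0% = median of neutral control wells and 100% = median of positive control wells; inhibitors cause a drop in the FAM fluorescence signal; in these data hits start at about 50%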
Target sequence (Q92698 whole entry, looked up): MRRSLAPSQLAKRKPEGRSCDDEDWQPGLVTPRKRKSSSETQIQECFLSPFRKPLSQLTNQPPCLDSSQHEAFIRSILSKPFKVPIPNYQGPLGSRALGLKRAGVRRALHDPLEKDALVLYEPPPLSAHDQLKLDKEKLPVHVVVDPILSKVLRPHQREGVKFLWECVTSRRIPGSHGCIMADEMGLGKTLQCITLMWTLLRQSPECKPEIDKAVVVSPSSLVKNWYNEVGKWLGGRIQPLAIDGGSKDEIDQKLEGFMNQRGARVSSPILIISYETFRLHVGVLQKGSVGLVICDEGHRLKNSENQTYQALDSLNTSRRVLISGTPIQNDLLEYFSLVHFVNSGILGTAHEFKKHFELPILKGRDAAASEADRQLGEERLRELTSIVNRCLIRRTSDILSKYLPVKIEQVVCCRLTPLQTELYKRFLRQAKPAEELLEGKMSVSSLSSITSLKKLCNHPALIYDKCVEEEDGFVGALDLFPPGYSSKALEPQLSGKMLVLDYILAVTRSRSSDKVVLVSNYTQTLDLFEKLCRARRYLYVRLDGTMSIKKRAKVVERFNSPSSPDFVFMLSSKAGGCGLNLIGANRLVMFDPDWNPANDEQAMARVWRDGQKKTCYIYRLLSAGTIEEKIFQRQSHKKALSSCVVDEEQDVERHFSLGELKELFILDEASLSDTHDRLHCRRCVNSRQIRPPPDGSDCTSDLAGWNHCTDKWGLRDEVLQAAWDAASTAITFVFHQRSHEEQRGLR
S100A4 MyoIIA: inhibitors of S100A4-myosin IIA peptide binding, primary screen, biochemical, fluorescence polarization, TAMRA-MyoIIA peptide | Protein S100-A4 (Homo sapiens), P26447 | inhibition, % at 10.7 µM | actives 0.14% (n = 360,000);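 active = mean inhibition of at least 70% across replicates, with every replicate also reaching that level; inconclusive = mean inhibition reaches 70% but some replicates fall short; inactive = mean inhibition below 70%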
Target sequence (P26447 whole entry, looked up): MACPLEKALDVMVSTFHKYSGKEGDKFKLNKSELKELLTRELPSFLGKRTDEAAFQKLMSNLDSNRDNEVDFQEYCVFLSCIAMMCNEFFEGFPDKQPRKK
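Material: human S100A4 monomer with TAMRA-labelled myosin IIA peptide; buffer or medium: HEPES pH 7.2 with CaCl2, KCl, NaCl, DTT, Triton; compound dosing: one concentration per compound; schedule: 5 min incubation before reading; benchmarks: neutral control DMSO, positive control TFP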
RAD52 inh: RAD52 DNA annealing inhibitors, primary screen, biochemical, FRET, single point, set 2; DNA repair protein RAD52 homolog (Homo sapiens), P43351; recombinant RAD52 DNA annealing, FRET fluorescence; inhibition, % at 18.7 µM; actives 0.46% (n = 360,000); AID 651710, 2012;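 active = every replicate showing at least 50% inhibition; inconclusive = mean inhibition at least 50% but not in every replicate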
esBAF inh: Bmi1 luciferase reporter increase in mESCs, primary screen, esBAF inhibitor project, mouse ES cells, Bmi1 luciferase knock-in, single point | actives 2% (n = 350,000) | reporter increase, % at 12.5 µM | 24 h; 100% = twice the neutral-well signal; in the data active = activation above about 40%; inconclusive = no clear call, values can overlap the other calls;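 note: 0% = median of the plate's neutral control wells and 100% = double that signal; a rise in the Bmi1 reporter signal indicates esBAF inhibition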
E-selectin induc: E-selectin induction in HUVECs, primary screen, imaging, HUVEC, immunofluorescence imaging, single point; P16581; normalized: neutral wells 0, TNF-alpha wells 100; activation, % at 7.58 µM; actives 0.37% (n = 260,000);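 active = mean E-selectin-positive cell signal at least 10% of the positive control, reached in at least 60% of replicates, without over 20% cell loss; inconclusive = no rule given, readout overlaps actives, possibly toxicity-flagged; inactive = the rest, including those meeting only one limit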;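 note: in these data hits start at about 27%; measured in HUVEC primary endothelial cells; signal is the percent of cells scored E-selectin positive by PE staining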
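Assay system: HUVEC primary endothelial cells. Input: 3,000 HUVEC seeded per well. Doses: one compound dose added by pin transfer. Read-out basis: % PE-positive cells. Benchmarks: TNF-alpha high, DMSO low. Detection: immunofluorescence imaging. Buffer or medium: EGM-2, gelatin.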
FN deposition inh: inhibitors of fibronectin matrix deposition, primary screen, AH1F cells, Alexa488-fibronectin fluorescence, plate reader; inhibition, % at 12.6 µM; AH1F fibroblasts, overnight; actives 0.086% (n = 350,000);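 active = mean inhibition across replicates of 30% or more, regardless of how many single replicates reach that level; inconclusive = mean under 30% yet at least half of replicates reach 30%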;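 note: positive control wells lacked labelled fibronectin entirely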
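Measured by – fluorescence 485/525 nm · System – AH1F fibroblast monolayer, labelled fibronectin deposition · Amount – 10000 cells per well · Buffer or medium – serum-reduced DMEM (2% serum) · Doses – single dose, pinned · Also added – fluorescent fibronectin at 24 nM final · Schedule – 1 h cell attachment, overnight exposure to compound and label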
The depositor's hits bear a star; ? = inconclusive; / = not tested or not shown.

SMILES	Xi reactivation	EWS-Fli block	RAD54 branch	S100A4 MyoIIA	RAD52 inh	esBAF inh	E-selectin induc	FN deposition inh
NC(=O)c1nn2c(C(F)(F)F)cc(-c3ccccc3)nc2c1Br	0.1	-34	-4	14	0	-1	/	-3
Cc1cc(NC(=O)C2CC2)n(-c2nc3ccccc3s2)n1	0.0	-56	-13	-4	-20	8	/	3
Cc1noc(C)c1NC(=O)N(C)C[C@@H]1OCCCC[C@H](C)Oc2ccc(NC(=O)Nc3ccc4c(c3)OCO4)cc2C(=O)N([C@@H](C)CO)C[C@H]1C	-1.1	2	7	0	32	-6	0.0	/
C[C@@H]1CN([C@H](C)CO)C(=O)Cc2cc(NC(=O)Nc3ccc(C(F)(F)F)cc3)ccc2O[C@H]1CN(C)C(=O)Nc1ccc(F)cc1	-1.2	-5	2	-5	-12	3	-0.5	/
CCN(C[C@H]1[C@H](c2ccccc2)[C@H](CO)N1C(=O)C1CC1)C(=O)NC1CCCC1	0.0	2	-3	/	/	3	0.7	/
COc1ccc(CCN=C(N)NS(=O)(=O)c2cc(F)ccc2F)cc1	0.0	0	-2	-2	-3	/	-0.2	/
COc1ccc(C)cc1NC(=O)c1cc(S(=O)(=O)N2CCCC2)cn1C	0.0	1	3	11	-15	-2	0.1	-16
CC1CCCCN1C(=O)CSc1nnc2c(n1)[nH]c1ccc(F)cc12 (stereo not given)	0.0	1	-10	-2	-17	23	/	-7
COCC(=O)N1CC2(C1)CN(Cc1ccccn1)[C@@H](CO)c1[nH]c3cc(OC)ccc3c12	0.0	-5	/	-15	-98	/	0.0	/
COc1ccc(/C=C(\NC(=O)c2ccc(Cl)cc2)C(=O)NCCCn2ccnc2)cc1OC	0.0	-1	/	1	8	-3	/	-3
Cc1nn(CC(C)C(=O)N2CCN(S(=O)(=O)c3ccc(Cl)cc3)CC2)c(C)c1C (stereo not given)	0.0	9	9	0	-8	1	/	-8
CC(NC(=O)c1ccco1)C12CC3CC(CC(C3)C1)C2 (stereo not given)	0.1	7	-6	1	7	4	1.1	1

An excerpt of these results, with bars between the fields.
Molecule | Xi reactivation | EWS-Fli block | RAD54 branch | S100A4 MyoIIA | RAD52 inh | esBAF inh | E-selectin induc | FN deposition inh
COc1ccc(C)cc1NC(=O)c1cc(S(=O)(=O)N2CCCC2)cn1C | 0.0 | 1 | 3 | 11 | -15 | -2 | 0.1 | -16
CC1CCCCN1C(=O)CSc1nnc2c(n1)[nH]c1ccc(F)cc12 (stereo not given) | 0.0 | 1 | -10 | -2 | -17 | 23 | / | -7
COCC(=O)N1CC2(C1)CN(Cc1ccccn1)[C@@H](CO)c1[nH]c3cc(OC)ccc3c12 | 0.0 | -5 | / | -15 | -98 | / | 0.0 | /

More results follow.
SMILES	Xi reactivation	EWS-Fli block	RAD54 branch	S100A4 MyoIIA	RAD52 inh	esBAF inh	E-selectin induc	FN deposition inh
Cc1ccccc1N1CC(C(=O)N2CC(C)OC(C)C2)CC1=O (stereo not given)	0.0	0	0	-2	-4	-2	0.3	4
C[C@@H]1CCCCO[C@H](CN(C)C(=O)Nc2ccc(C(F)(F)F)cc2)[C@@H](C)CN([C@H](C)CO)C(=O)c2cc(NC(=O)Nc3cccc4ccccc34)ccc2O1	0.1	-4	2	0	-13	2	-0.2	10
C[C@H](NC(=O)C[C@@H]1C=C[C@H](NC(=O)c2cccnc2)[C@@H](CO)O1)c1ccccc1	0.9	-4	0	-1	1	1	0.2	-7
C[C@@H]1CN([C@H](C)CO)C(=O)Cc2cc(NC(=O)Cn3cnnn3)ccc2O[C@@H]1CN(C)C(=O)NC1CCCCC1	0.0	-5	3	-16	-5	1	0.0	0
CCOc1ccc(/C=N/n2c(COc3ccccc3)n[nH]c2=S)cc1OC	0.0	6	-7	1	-10	3	-0.3	6
Cc1ccc(OCC(=O)N2CCN(S(=O)(=O)c3ccc(Cl)s3)CC2)cc1C	-0.1	5	/	-1	6	2	0.3	-1
CCCNC(=O)Nc1ccc2c(c1)C(=O)N(C)C[C@@H](OC)[C@H](C)CN(C)[C@@H](C)CO2	0.1	13	-6	-31	10	2	0.3	-3
CCOC(=O)c1cc(S(=O)(=O)N2CCc3ccccc32)cn1C	0.1	-14	-10	23	-5	-6	/	-3
CCN1CCN(c2nc(Nc3cccc(F)c3)nc(N)c2[N+](=O)[O-])CC1	-0.1	5	27	2	14	9	0.1	-14
COCCn1c(Cc2ccccc2)nnc1SCC(=O)N1CCOCC1	0.0	-42	/	7	4	/	/	1
C[C@@H]1CN([C@H](C)CO)C(=O)c2cc(C3=CCCC3)cnc2O[C@H]1CN(C)Cc1ccccc1F	-0.9	-5	/	/	/	-6	3.7	-7
COc1ccc(-c2cc(CCC(=O)N3CCN(c4cc(C)ccc4C)CC3)[nH]n2)cc1	0.0	45	-4	-1	3	-2	-0.1	-1
CCC1CCCCN1CC(=O)c1c(C)[nH]c2ccc(OC)cc12 (stereo not given)	-0.1	-7	/	-2	-15	/	0.0	-1
O=C(CN1C(=O)NC(c2ccccc2)(c2ccccc2)C1=O)NCC(=O)Nc1ccc(F)cc1	0.0	-13	-5	-1	3	2	/	0
O=C(CC1CC1)Nc1ccc2c(c1)[C@H]1C[C@@H](CC(=O)N3CCCCC3)O[C@@H](CO)[C@H]1O2	-0.1	-1	1	-4	1	3	-0.4	-12
COc1ccc(C(=O)N2c3ccccc3C=CC2C#N)cc1 (stereo not given)	0.5	-1	/	-3	-9	/	91*	-3
O=C(C[C@@H]1CC[C@@H](NS(=O)(=O)c2ccccc2)[C@@H](CO)O1)N1CCC(Cc2ccccc2)CC1	0.1	2	/	0	9	/	-0.3	2
C[C@H]1CCCCO[C@H](CN(C)Cc2ccc(C(F)(F)F)cc2)[C@@H](C)CN([C@@H](C)CO)C(=O)c2cc(NC(=O)C3CCCCC3)ccc2O1	0.2	20	-5	/	/	1	0.6	/
CCOc1ccc(S(=O)(=O)N2CCN(C(=O)Cc3n[nH]c(=O)c4ccccc34)CC2)cc1	0.0	3	0	2	-18	/	-1.9	-1
O=C(c1cccnc1)N1CC[C@@H]2[C@H]1c1cc(-c3cccc(F)c3)ccc1N[C@@H]2CO	0.8	-2	-5	28	-74	3	1.1	9
Cc1ccc(-c2ccc([C@H]3[C@H](CO)N4C(=O)CN(C(=O)Cc5ccccn5)C[C@@H]34)cc2)cc1	0.0	5	/	1	-20	/	-0.1	/
Cc1ccc(Cl)cc1NC(=O)c1cccc(OC(F)F)c1	/	-12	6	-1	-14	3	/	/
CC(=O)Nc1ccc(-c2ccnc3c2CC(C(=O)Nc2cccnc2)O3)cc1 (stereo not given)	0.0	28	-2	1	1	1	-0.2	0
COc1ccc(CCN(C)C(=O)CSc2nc3ccccc3c(=O)n2CC2CCCO2)cc1OC (stereo not given)	-0.1	0	-11	-1	-8	6	-0.2	6
Cc1cc(OCC(=O)O/N=C(\N)c2ccccc2)ccc1Br	-0.1	-36	/	1	-18	/	-0.3	9
Cc1ccc(Cl)c(OCC(=O)N2CCc3ccccc3C2)c1	0.1	-69	-6	0	-4	?	/	4
Cc1cc(Oc2ccc(=O)n(C)n2)nc(SCC(N)=O)n1	0.4	2	/	2	-8	-11	5.9	-10
CCN(CC)S(=O)(=O)c1cccc(C(=O)c2c(C)cc3ccccn23)c1	0.2	4	/	-1	-14	/	/	0
O=C(O)c1ccc(/C=N/Nc2cccc(C(F)(F)F)c2)cc1	0.1	-71	-13	-10	-5	88*	6.1	-7
CCC(=O)Nc1sc2c(c1C(N)=O)CCN(C(C)=O)C2	0.1	4	-1	-6	-3	-7	1.2	6
O=C(c1ccc(N2CCCS2(=O)=O)cc1)N1CCN(c2ccc(F)cc2)CC1	0.0	-6	2	11	-2	9	/	-4
CS(=O)(=O)N1CC2(C1)[C@H](c1ccccc1)[C@H](CO)N2Cc1ccccc1	0.0	1	/	-38	-28	/	0.1	-11
O=C(NC(=S)Nc1ccc(CN2CCCCC2)cc1)c1ccco1	0.0	-18	/	2	9	/	/	-18
CCOC(=O)Nc1ccc2nc(-c3cscn3)[nH]c2c1	?	7	2	1	5	10	0.2	-1
CC(C)S(=O)(=O)c1csc(C(=O)NN)c1Cl	-0.1	-2	-8	-6	10	/	/	9
Cc1ccc(-c2csc3ncnc(SCc4ccc(C(=O)O)cc4)c23)cc1	0.1	9	/	-3	-66	/	/	-29
COc1ccc(C)cc1S(=O)(=O)N1CCN(C(=O)c2ncoc2-c2ccccc2C)CC1	1.0	-7	-7	-1	-5	1	0.0	-4
CCOC(=O)C1(C)CCN1C(=O)c1ccc(C(=O)OC)cc1 (stereo not given)	0.4	-1	-1	-1	7	9	2.0	-3
COc1ccc(S(N)(=O)=O)cc1N(C)S(=O)(=O)c1ccccc1	0.2	-6	8	-1	0	0	/	-26
COc1cccc(NC(=O)c2ccc(-n3cnnn3)cc2)c1	0.2	-46	4	2	-10	16	-0.1	3
COc1ccc(-c2cc(C(F)F)n3ncc(C(=O)Nc4cc(C)on4)c3n2)cc1	0.0	-7	/	3	-10	/	-0.1	-6
O=C1C=CC(c2ccccc2)(c2ccccc2)CC1	0.0	-1	6	3	0	5	/	-4
CCN(CC)CCn1c(SCC(=O)Nc2cccc(OC)c2)nc2c(sc3ccccc32)c1=O	0.2	3	/	2	-24	/	0.1	10
COc1ccc(NC(=O)CN(C)C(=O)c2oc3c(ccc4ccccc43)c2C)cc1	0.0	7	1	-1	-27	-7	13	2
CCCCCCCCC(c1nc2ccccc2[nH]1)N1CCN=C(c2ccccc2)C1=O (stereo not given)	0.0	5	7	-2	-16	-3	-1.5	0
O=C(C[C@H]1C=C[C@@H](NC(=O)NC2CCCCC2)[C@@H](CO)O1)NCc1ccc(Cl)cc1	-0.2	-5	-5	18	-2	0	0.4	/
O=C(c1cc(-c2ccccn2)nc2ccccc12)N1CCN(c2ncccn2)CC1	0.1	5	/	1	-16	/	/	2
NC(=O)c1ccsc1NC(=O)Cc1ccc([N+](=O)[O-])cc1	-0.1	-14	1	4	-14	25	0.3	1
COc1ccc(C(=O)NCC(=O)N2CCN(c3ncccn3)CC2)cc1OC	0.4	-12	-5	0	-6	1	/	3
COc1cc(C(=O)N=c2sc3ccccc3n2C)cc(OC)c1OC	0.0	-31	/	7	-7	/	/	8
Cc1ccc(NC(=O)c2cccc(S(=O)(=O)NCc3ccccc3)c2)nc1	-0.1	6	-6	-6	-15	-8	6.4	5
